TDP2 absorb – blocks human TDP2 phosphodiesterase activity. 0.34% of 370,000 active. O95551. recombinant TDP2, T5PNP hydrolysis, p-nitrophenol absorbance 415 nm. inhibition, % at 12.8 µM;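 active = inhibition above the mean of all tested compounds plus 3 SD, set per campaign, cut at about 25% in these data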;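 also: 0% = DMSO with enzyme and 100% = buffer with substrate but no TDP2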
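Read-out basis: percent inhibition. System: recombinant human TDP2. Buffer or medium: Mg2+-containing Tris-HCl buffer, pH 7.5. Repeats: single replicate. Timing: reaction 2 h, 37 °C. Benchmarks: high control without enzyme, low control DMSO plus TDP2. Probe or stimulus: 5 mM T5PNP. Doses: 12.8 µM only. Measured by: epi absorbance of p-nitrophenol freed from T5PNP by hydrolysis.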
ABHD4 inh – inhibitors of mouse ABHD4 | inhibition, % at 8.92 µM | 0.54% of 370,000 active | Q8VD66 | purified mABHD4, FP-Rh probe fluorescence polarization;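 active = inhibition exceeding the mean over every tested compound plus 3 SD, cut at about 30% in these data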;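 also: 0% = plate median of compound wells and 100% = S159A mutant with DMSO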
Target sequence (Q8VD66 whole entry, looked up): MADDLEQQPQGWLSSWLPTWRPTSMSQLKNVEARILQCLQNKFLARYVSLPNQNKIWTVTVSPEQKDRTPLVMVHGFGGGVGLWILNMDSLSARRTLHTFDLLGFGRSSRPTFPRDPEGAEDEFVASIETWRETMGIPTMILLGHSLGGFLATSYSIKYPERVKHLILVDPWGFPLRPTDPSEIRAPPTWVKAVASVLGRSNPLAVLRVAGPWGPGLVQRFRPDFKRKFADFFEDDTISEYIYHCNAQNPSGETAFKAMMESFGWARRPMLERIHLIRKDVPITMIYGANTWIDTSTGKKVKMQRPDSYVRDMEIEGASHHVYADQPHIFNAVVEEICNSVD
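System: mouse ABHD4 enzyme, wild type / Medium: HEPES pH 7.0, NaCl, Pluronic buffer / Reagent: FP-Rh activity-based fluorescent probe / Control set: S159A mutant high control, sample median low control / Detection: fluorescence polarization with parallel and perpendicular emission, 525/598 nm / Schedule: 45 min + 60 min at 25 °C / Compound dosing: 8.92 µM, single dose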
rCAG binder – r(CAG) repeat RNA binding. TO-PRO-1 dye displacement fluorescence. inhibition, % at 3 µM. 1.3% of 370,000 active. AID 651821;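 active = inhibition above the plate cutoff, the mean of all test compounds on that plate plus 3 SD, cut at about 35% in these data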;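 also: 0% = DMSO alone and 100% = 100 µM mitoxantrone as full dye displacement; higher means more dye released from RNA so lower well fluorescence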
TCR-CD3 inh – blocks the human TCR-CD3 interaction | inhibition, % at 9.4 µM | TAMRA-labeled TCR probe fluorescence, biochemical | 0.37% of 360,000 active; in the data active = inhibition above about 19%;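 also: recombinant mutant TCR 2C K166C tagged with TAMRA read by polarization; 0% = receptor in buffer alone and 100% = receptor with positive control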
Rev-erbA mod – Rev-erb alpha (human) modulation; P20393; Rev-erbα–FITC-DNA binding, fluorescence polarization, 90 min; 0.79% of 370,000 active; activity, % at 10 µM;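 active = activity above about 14%, limit read from the data; passing the limit was not always enough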;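 also: 0% = DMSO wells with 35 nM protein and 100% = DMSO wells with 750 nM protein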
Target sequence (P20393 whole entry, looked up): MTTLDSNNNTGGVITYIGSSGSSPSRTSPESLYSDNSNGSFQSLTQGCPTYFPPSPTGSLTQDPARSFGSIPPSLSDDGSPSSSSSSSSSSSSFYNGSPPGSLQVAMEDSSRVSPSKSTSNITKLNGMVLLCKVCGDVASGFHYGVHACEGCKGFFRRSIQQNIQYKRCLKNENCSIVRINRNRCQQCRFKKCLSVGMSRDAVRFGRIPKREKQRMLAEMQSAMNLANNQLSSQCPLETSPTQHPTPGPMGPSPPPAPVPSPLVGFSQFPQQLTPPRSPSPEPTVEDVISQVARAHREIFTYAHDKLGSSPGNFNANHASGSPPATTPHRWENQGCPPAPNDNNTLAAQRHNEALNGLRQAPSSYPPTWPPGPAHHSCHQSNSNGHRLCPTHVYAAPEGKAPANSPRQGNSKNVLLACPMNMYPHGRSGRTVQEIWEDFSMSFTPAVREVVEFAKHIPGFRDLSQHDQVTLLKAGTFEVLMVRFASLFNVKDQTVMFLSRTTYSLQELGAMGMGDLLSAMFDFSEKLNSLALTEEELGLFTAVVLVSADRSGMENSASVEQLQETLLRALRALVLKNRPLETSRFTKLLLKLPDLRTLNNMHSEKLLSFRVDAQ
PG9 Ab binder – binds the HIV-1 gp120 antibody PG9; TR-FRET gp120-PG9 antibody binding; inhibition, % at 6.7 µM; 0.43% of 360,000 active; AID 624416; in the data active = inhibition above about 8.5%
HTRA1 inhibitor – HTRA1 (human) protease inhibition; recombinant HTRA1, FP-rhodamine activity-based probe, fluorescence polarization; 0.5% of 340,000 active; Q92743; inhibition, % at 5.96 µM; in the data active = inhibition above about 36%;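 also: 0% = enzyme with DMSO and 100% = wells lacking enzyme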
PRMT1 FP inh – PRMT1 (human) inhibition, primary screen | Q99873 | recombinant PRMT1, activity-based probe fluorescence polarization | inhibition, % at 2.79 µM | 1.3% of 370,000 active | AID 652257;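 active = inhibition above about 21% made by adding two undisclosed values, limit read from the data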
LEDGF integ inh – blocks HIV-1 LEDGF/p75-dependent DNA integration. TR-FRET IN-LEDGF/p75 DNA integration, Eu/Cy5. inhibition, % at 3.7 µM. 0.64% of 370,000 active. AID 743269;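 active = inhibition above the screen-wide mean plus 3 SD, cut at about 13% in these data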;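 also: signal is the Cy5 over europium emission ratio at 671 and 618 nm; 0% = plate median of compound wells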
SIAE inh – inhibitors of human sialic acid acetylesterase SIAE | Q9HAT2 | SIAE FP-Rh probe binding, fluorescence polarization | inhibition, % at 9.66 µM | 0.69% of 370,000 active;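 active = inhibition above a cutoff: mean of compounds within the control limits plus 3 SD of those, cut at about 17% in these data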;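 also: 0% = plate median of compound wells and 100% = probe without SIAE protein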
Numbers without * were called inactive; x = not tested or not shown.

Below each SMILES – TDP2 absorb, ABHD4 inh, rCAG binder, TCR-CD3 inh, Rev-erbA mod, PG9 Ab binder, HTRA1 inhibitor, PRMT1 FP inh, LEDGF integ inh, SIAE inh
> Cc1nc2ccc(NS(=O)(=O)c3ccc(F)c(C)c3)cc2[nH]1
    12.8, 3.3, -0.9, -8.3, 1.3, 1.1, 1.3, 1.0, 3.1, 13.6
> CCCCCCc1cc2cc(C(=O)NCc3ccccc3)c(=N)oc2cc1O
    -3.1, -2.4, 9.8, -4.4, 1.0, 2.0, -30.3, -1.1, -1.0, -28.1
> CC1(c2ccc(OC(F)F)cc2)NC(=O)N(CC(=O)Nc2ccc(S(N)(=O)=O)cc2)C1=O (configuration not stated)
    -3.0, -7.1, 15.9, -3.8, 4.5, 0.5, -3.8, -0.9, -1.4, -9.0
> O=C(c1ncc[nH]1)c1cccs1
    8.8, 2.4, 0.3, 1.3, 0.5, 0.7, 8.6, -2.1, 2.1, 5.0
> CCOC(=O)Cn1nc(C)c(NC(=O)c2ccc([N+](=O)[O-])c(C)c2)c1C
    1.5, -9.8, -3.5, 0.7, 4.3, -0.4, 0.4, -0.9, -2.8, 11.9
> COc1ccc(C(=O)NCCS(=O)(=O)NC2CCCC2)cc1
    -2.8, 2.8, -1.7, 4.1, -12.3, -1.2, -3.9, -0.8, 0.3, -0.1
> COc1cccc(CN(C)C(=O)C23CC4CC(CC(C4)C2)C3)c1
    -3.8, 3.4, -7.2, 1.8, 2.9, -0.5, -6.4, 1.9, -2.9, 0.0
> COc1ccccc1NC(=O)N1CCOCC1
    4.2, -3.3, -0.7, 0.0, -2.4, -2.2, 2.7, 0.3, -0.6, -1.9
> COc1ccc(OC)c(S(=O)(=O)N2CCC(C(=O)Nc3cc(C)ccc3C)CC2)c1
    -0.3, -13.3, -0.6, -0.4, 2.4, -1.4, -2.1, -2.8, -2.3, -1.4
> COc1cccc(C2Nc3ccc4ccccc4c3C3=C2C(=O)CC(C)(C)C3)c1OCC(=O)O (configuration not stated)
    9.8, 10.5, 26.2, 6.5, 2.5, -0.6, 0.4, -1.6, -2.0, 4.8
> Cc1ccccc1OCc1occc1C(=O)Nc1cccc(-n2cnnn2)c1
    7.4, -33.7, 10.6, 1.2, -3.0, 0.2, -64.8, -0.7, 2.5, -22.3
> CCCC(=O)Nc1nnc(S(=O)(=O)N2CCCCCC2)s1
    5.6, -2.7, 0.2, 5.0, -4.5, 0.6, 1.2, 2.0, -2.8, 0.2
> CC(C)N1CCC(C)(C(=O)Nc2cccc3c2CCCC3)C1 (configuration not stated)
    -11.2, 3.1, 6.7, -1.3, -1.2, -1.9, x, 1.0, -2.8, -2.7
> c1ccc(-c2cc(-c3ccccc3)ncn2)cc1
    -1.6, -5.5, 0.7, -4.5, -5.1, -1.0, -1.3, -1.5, 0.1, 0.9
> COc1ccccc1-c1nnc(SCC(=O)O)n1-c1ccc(C)cc1
    4.3, -4.4, 3.1, 2.0, -6.4, -0.5, 4.0, 0.7, 0.6, 3.9
> Cc1cccc2nc(CSc3ncccc3C(=O)O)cn12
    -0.7, 10.4, -0.3, 6.2, 0.9, -0.3, 4.9, 1.8, 5.2, 7.8
> CCOC(=O)c1cc(N2CCCCC2)nc2ccccc12
    -3.1, -4.4, 2.8, 6.9, 3.4, 0.2, -9.5, -5.1, 5.6, -0.3
> CCN(C(=O)COC(=O)CCc1ccccc1OC)c1c(N)n(Cc2ccccc2)c(=O)[nH]c1=O
    -5.8, -6.6, -4.0, 2.3, -0.3, -2.8, 5.5, -3.4, 5.0, -10.9
> COc1ccc(C(C)(C)C)cc1NC(=O)CCCn1c(=O)oc2ccccc21
    -7.2, -5.6, -1.1, 11.0, 7.3, -3.1, -5.7, -1.0, -0.6, 75.8*
> CCCOC(=O)C1[C@H]2C(=O)N(Cc3ccco3)C[C@]23C=C[C@H]1O3 (some centres not stated)
    -4.1, 2.6, 1.9, -0.9, -1.4, 2.2, -0.2, 0.9, 7.1, 5.1
> CCOc1ccccc1N1CCN(CC(=O)N(C2CCCC2)C2CCS(=O)(=O)C2)CC1 (configuration not stated)
    2.6, 2.8, 0.4, 0.2, 2.5, -1.3, -4.6, -0.6, 0.9, 5.5
> Cc1ccc(S(=O)(=O)NCCCn2ccnc2)cc1
    -2.7, -1.6, -0.8, 3.0, -0.5, -1.2, 0.3, -3.8, 2.5, -10.7
> CCN(CC)S(=O)(=O)c1ccc(OCC(=O)NC2CCS(=O)(=O)C2)c([N+](=O)[O-])c1 (configuration not stated)
    5.0, 4.5, -3.0, -7.2, 1.9, -2.0, 5.0, 0.8, 1.3, 4.6
> COCCN=C1NN=C(c2ccc(C)c([N+](=O)[O-])c2)CS1
    3.3, 1.6, 1.8, 2.0, -0.7, -2.4, -1.2, 19.9, 2.5, 1.4
> CC1CCC(NC(=O)CC(C)(C)Cc2nc3ccccc3c(=O)[nH]2)CC1 (configuration not stated)
    -3.2, -0.6, -11.0, -5.0, 5.5, 0.7, -2.3, -6.1, 0.4, 9.0
> CCc1noc(C)c1C(=O)Nc1ccc(C#N)cc1
    13.5, 4.8, -1.6, 1.9, 2.9, 1.6, -0.6, 2.2, -0.2, -6.7
> CCN(CC)CCN(C)Cc1nc(C(c2ccccc2)c2ccccc2)no1
    -1.6, 0.1, -5.1, -1.9, 4.0, -1.5, 5.9, 0.7, -0.8, 7.5
> CC(C)CC1C(=O)N(Cc2cn(CCC3OCCO3)nn2)CCS(=O)(=O)N1Cc1ccc(-c2cccc(CO)c2)cc1 (configuration not stated)
    -5.3, -1.4, 2.9, 3.6, -1.6, -0.9, -1.6, -1.6, 0.3, -6.0
> CCNc1ccc(C(=O)O)cc1N
    5.6, 20.5, -2.5, 22.7*, -2.1, -2.2, 28.8, 1.7, 0.2, 6.5
> CC(C)(C)c1ccc(-c2nc(C#N)c(N3CCC(C(N)=O)CC3)o2)cc1
    -7.0, -4.5, 4.2, 4.3, -7.7, -0.2, -4.8, 1.6, 3.6, 3.5
> Cc1cc(=O)oc2c3c(cc(OCC(=O)NC4CC4)c12)OC(C)(C)CC3
    -5.6, -2.2, -3.2, 5.5, -1.1, 1.5, -2.6, -2.0, 0.3, -2.5
> CCCCNC(=O)NS(=O)(=O)c1ccc(NS(=O)(=O)c2ccccc2)cc1
    -2.4, 8.9, 1.4, 8.7, -4.7, -1.5, 8.0, 0.0, -3.7, -0.7
> O=C(NCc1cccnc1)c1ccc(S(=O)(=O)N2CCCCCC2)cc1
    3.1, 3.4, -4.3, -0.9, -0.2, 0.4, 2.2, -2.7, 2.3, 2.9
> Cn1cc(P(=O)(N2CCOCC2)N2CCOCC2)cc1P(=S)(N1CCOCC1)N1CCOCC1
    4.5, 0.3, 0.9, 6.8, 0.3, -0.8, -3.4, 30.5*, -1.2, 8.4
> CN(C)c1ccc(C(=O)c2ccccc2C(=O)O)c(O)c1
    -0.3, 7.0, 0.3, 5.3, -2.5, -1.2, 0.5, -2.0, 0.8, 3.7
> COc1ccc(C(=O)c2coc3ccc(O)cc23)cc1
    5.3, -1.1, 0.2, 5.8, -0.5, -0.1, -9.0, 1.6, 0.2, 5.4
> CCOC(=O)Cc1csc(NC(=O)c2cccc(Cl)c2)n1
    -18.1, -12.3, -4.9, -0.6, 2.2, 0.8, x, 12.9, -0.7, -3.0
> O=C(NCCC1=CCCCC1)C1CCN(Cc2cnn(-c3ccccc3)c2-n2cccc2)CC1
    -6.5, 4.4, 2.7, 14.7, -6.5, 0.8, -5.5, -0.6, -3.6, 5.3
> O=C(NCCCl)Nc1ncn[nH]1
    7.8, 3.6, -1.1, -5.8, 4.6, 1.5, -2.8, -0.6, -0.9, 1.5
> O=S1(=O)CC(N2CCN(CC3CC3)CC2)CN1C1CCCC1 (configuration not stated)
    -0.4, 4.8, 0.1, 3.1, 1.4, -1.1, x, 4.4, 1.8, 0.3
> Cc1ccsc1/C=C/C(=O)O
    12.5, -2.0, -2.4, 2.2, -4.7, 0.2, 3.8, 0.1, 2.0, -9.6
> COc1ccc(OC)c(NC(=O)N2CCCC(C(=O)c3ccccc3OC)C2)c1 (configuration not stated)
    -3.4, 1.5, -4.8, 2.2, -1.4, -0.6, -7.2, 1.1, 1.6, -3.3
> CC(C)(C)NC(=O)C(C1CC1)n1c(=O)c(-c2cc3ccccc3[nH]2)nc2ccccc21 (configuration not stated)
    -4.4, 5.9, 10.9, 1.5, 5.8, 1.6, x, -4.8, 3.8, 0.2
> O=C(CN1CCc2cc3c(cc2C1)OCCCO3)Nc1cccc(Br)c1
    0.2, -8.8, 2.9, 7.5, 5.0, 0.0, -24.1, 18.4, 1.7, -3.2
> O=C(CSc1nc2ccccc2o1)Nc1ccc(N2CCOCC2)cc1
    1.7, 3.0, -4.7, 4.5, 0.8, -2.5, 3.1, 1.8, -2.9, 3.3
> COc1ccc(CN2C(=O)C(C)Oc3ccccc32)cc1 (configuration not stated)
    1.2, 3.3, -6.4, -3.3, 0.8, 0.4, -0.4, -2.4, 4.2, 4.5
> Cc1ccc(NC(=O)c2cnccn2)nc1
    11.4, -1.4, -3.8, -7.2, 4.4, -1.5, 3.5, -0.8, -1.8, -6.7
> CCOc1cc(CNc2ccc(S(N)(=O)=O)cc2)ccc1OCC(=O)NC(C)(C)C
    -6.9, -3.3, -1.1, 3.0, 2.6, -3.0, -4.5, -0.7, -5.0, 2.7
> CCCC1(C(=O)OCC)NC(c2ccc(N(C)C)cc2)C2C(=O)N(c3ccc4c(c3)OCCO4)C(=O)C21 (configuration not stated)
    4.0, 0.6, 0.7, 4.5, 2.7, -3.0, -1.6, 0.2, -1.6, 6.5
> O=C(COC(=O)Cc1n[nH]c(=O)c2ccccc12)NNC(=O)c1ccc(Br)cc1
    4.6, 4.0, 1.9, -3.0, 1.3, -0.7, 5.8, 2.4, 4.3, -7.0
> COc1ccccc1CNC(=O)CCCC(=O)n1ncc2cc(C)ccc21
    11.7, 6.3, -0.7, -5.3, 1.8, -0.7, -8.5, -0.1, -2.5, 3.9
> COc1cccc(C2=NOC(C(=O)Nc3cc(C)on3)C2)c1 (configuration not stated)
    -15.3, -11.9, -0.4, -2.5, 3.7, -0.4, 1.7, 5.3, 2.4, -5.9
> Cc1cc2n(c(=O)c1C#N)CCCN2c1ccccc1
    7.8, 7.4, -0.6, -4.2, 5.0, 2.1, -2.5, 2.6, 1.9, 0.4
> COc1ccccc1Oc1ccc(-c2cnc3ccccc3n2)cc1[N+](=O)[O-]
    4.4, -7.7, 3.9, 5.2, 0.7, -0.9, x, -2.8, 1.1, -7.2
> COc1ccc(N2CCN(C(c3nnnn3C3CCCC3)C(C)C)CC2)cc1 (configuration not stated)
    7.2, 1.1, -6.7, 5.8, -0.6, -0.7, -2.6, -2.5, 0.3, 14.6

In the list so far, these contain a thiophene ring, fused or not:
Below each SMILES – TDP2 absorb, ABHD4 inh, rCAG binder, TCR-CD3 inh, Rev-erbA mod, PG9 Ab binder, HTRA1 inhibitor, PRMT1 FP inh, LEDGF integ inh, SIAE inh
> O=C(c1ncc[nH]1)c1cccs1
    8.8, 2.4, 0.3, 1.3, 0.5, 0.7, 8.6, -2.1, 2.1, 5.0
> Cc1ccsc1/C=C/C(=O)O
    12.5, -2.0, -2.4, 2.2, -4.7, 0.2, 3.8, 0.1, 2.0, -9.6

These rows are one share of the data; rates above refer to the full screens.
